Bioassay records deposited in PubChem by National Center for Advancing Translational Sciences (NCATS).
GAA spleen mod = qHTS Assay for Inhibitors and Activators of Human alpha-Glucosidase From Spleen Homogenate. Lysosomal alpha-glucosidase (Homo sapiens), P10253. human spleen homogenate, 4-MU-alpha-glucoside fluorescence. Potency, µM (titrated, usually from 79.9 µM), without a hit: at the top dose activity change, negative = inhibition, most hits filed as inhibitors. hit rate 0.006% among 240,000. AID 2112, 2009;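 further: potency means the concentration at half of the fitted maximal effect; 0% = enzyme with vehicle and -100% = no enzyme basal signal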
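Human spleen homogenate (1 ug) with 4-methylumbelliferyl-alpha-D-glucopyranoside (1 mM final) in 50 mM citrate/phosphate pH 5.0, 0.01% Tween-20; 40 min at 37 C. Stopped at pH 10; 4-MU fluorescence Ex 365/Em 440 nm; AC50 by Hill fit.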
CBFb RUNX1 block = qHTS Assay for Compounds Blocking the Interaction Between CBF-beta and RUNX1 for the Treatment of Acute Myeloid Leukemia; Runt-related transcription factor 1 (Homo sapiens) + Core-binding factor subunit beta …; AlphaScreen CBFb-His/RUNX1-biotin binding, biochemical; Potency, µM (series often up to 59.8 µM), inactives show at the highest dose activity, negative = inhibition, actives largely listed as inhibitors; 230,000 tested, under 10 active; further: % of control where 0% means no effect
Target sequence (Q01196 whole entry, looked up): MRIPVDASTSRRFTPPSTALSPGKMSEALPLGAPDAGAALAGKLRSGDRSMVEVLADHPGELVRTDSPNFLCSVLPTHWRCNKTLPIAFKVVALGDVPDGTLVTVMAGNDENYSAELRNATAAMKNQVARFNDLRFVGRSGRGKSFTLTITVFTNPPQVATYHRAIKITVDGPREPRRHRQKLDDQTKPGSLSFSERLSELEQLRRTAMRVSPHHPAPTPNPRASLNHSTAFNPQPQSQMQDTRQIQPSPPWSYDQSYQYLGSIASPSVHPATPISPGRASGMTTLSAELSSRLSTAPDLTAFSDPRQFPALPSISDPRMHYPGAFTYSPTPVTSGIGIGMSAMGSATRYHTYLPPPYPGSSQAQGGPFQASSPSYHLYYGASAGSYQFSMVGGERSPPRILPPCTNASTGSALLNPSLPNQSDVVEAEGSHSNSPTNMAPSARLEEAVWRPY
Target sequence (Q13951 whole entry, looked up): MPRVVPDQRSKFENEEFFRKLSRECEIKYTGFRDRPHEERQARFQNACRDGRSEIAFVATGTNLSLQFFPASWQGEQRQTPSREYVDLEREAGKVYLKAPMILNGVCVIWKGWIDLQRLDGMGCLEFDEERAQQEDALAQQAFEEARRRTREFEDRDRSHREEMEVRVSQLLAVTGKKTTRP
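His-tagged CBF-beta and biotinylated RUNX1 (30 nM each) were premixed 20 min at room temperature, exposed to compound for 15 min, then given nickel-chelate and streptavidin AlphaScreen beads (50 ng each). After 90 min, AlphaScreen signal was read.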
LMNA splice mod = qHTS Assay for Modulators of Lamin A Splicing; HeLa LMNA splicing GFP/RFP minigene ratio, 48 h; Potency, µM (highest dose often 46.1 µM), for inactives: top-dose ratio change, negative = inhibition, actives largely listed as inhibitors; hit rate 0.01% among 200,000; active means well fitted inhibition curve with a large enough effect in the signal ratio, with a control signal flat, not every such curve was filed as active; inconclusive means small, poorly fitted or top-dose-only effect, or effect the other way, or a change in a side signal; the % refers to the signal ratio; further: potency means the concentration at half of the fitted maximal effect; on the % scale 0 is the no-effect control and ±100 the full control effect
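S3 HeLa stable clones carrying a lamin A-EGFP splicing minigene plus DsRed2 were seeded at 600 cells/well in Opti-MEM with 2% FBS, pin-dosed and incubated 48 h at 37°C. Acumen cytometry (488 nm) gave the GFP/RFP total-intensity ratio.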
HTT cytoprotect = qHTS Multiplex Assay to Identify Dual Action Probes in a Cell Model of Huntington: Cytoprotection (ATP); PC12 HTT-Q103 induced, cytoprotection, ATP luminescence, 40 h; Potency, µM (highest dose often 56.4 µM), for the others: cytoprotection (ATP increase), hits mostly activators; hit rate 0.14% among 230,000; AID 1471, 2008;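 further: potency means the concentration at half of the fitted maximal effect; % of control where 0% means no effect; nearly all actives have a fitted effect of over 45% in size; toxic huntingtin expression switched on by the ecdysone agonist tebufenozide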
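PC12 cells with ecdysone-inducible HTT exon 1 Q103-GFP, induced with 100 nM tebufenozide and co-treated with library compounds in a dose series (1536-well, 1500 cells/well). Cytoprotection read as ATP content by ATPlite luminescence.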
GAA glycogen mod = qHTS Assay for Inhibitors and Activators of Human alpha-Glucosidase Cleavage of Glycogen. hit rate 0.38% among 300,000. recombinant GAA, glycogen substrate, Amplex Red glucose oxidase fluorescence. Lysosomal alpha-glucosidase (Homo sapiens), P10253. Potency, µM (highest dose often 76.4 µM), inactives show at the top dose activity change, negative = inhibition, usual class: inhibitors. AID 2100, 2009;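 further: potency means the concentration at half of the fitted maximal effect; 0% = full enzyme reaction and -100% = no-enzyme basal signal; the screen sought inhibitors and activators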
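Natural-substrate format: glycogen cleavage by 4 nM human enzyme, glucose read by Amplex Red coupling (Ex 573, Em 610 nm). Normalized to enzyme and no-enzyme controls.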
GAA inh = qHTS Assay for Inhibitors of Human alpha-Glucosidase as a Potential Chaperone Treatment of Pompe Disease; Lysosomal alpha-glucosidase (Homo sapiens), P10253; purified human GAA, 4-MU-alpha-glucoside fluorescence; Potency, µM (series often up to 76.9 µM), without a hit: top-dose activity change, negative = inhibition, actives largely listed as inhibitors; hit rate 0.005% among 200,000; AID 1466, 2008;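 further: potency means the concentration at half of the fitted maximal effect; plate controls were uninhibited enzyme wells for no effect and no-enzyme background for full effect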
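Read-out is 4-methylumbelliferone fluorescence (Ex 365/Em 440 nm) after NaOH/glycine stop at pH 10. Enzyme 4 nM, substrate 400 uM, pH 5.0 citrate buffer, 20 min room temperature; AC50 from Hill-equation concentration-response.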
HttQ103 aggreg = qHTS Multiplex Assay to Identify Dual Action Probes in a Cell Model of Huntington: Aggregate Formation (GFP). PC12 HttQ103-GFP aggregates, Acumen cytometry, 40 h. Potency, µM (titrated, usually from 46.1 µM), for inactives: top-dose activity change, negative = inhibition, usual class: inhibitors. hit rate 1.1% among 220,000; further: potency means the concentration at half of the fitted maximal effect; on the % scale 0 is the no-effect control and ±100 the full control effect; nearly all actives have a fitted effect of over 60% in size
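Ecdysone-promoter PC12 model expressing HTT exon 1 Q103 fused to GFP, induced by tebufenozide at 100 nM final. Compounds titrated; aggregates sized 1–25 µm scored on a 488 nm laser cytometer.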
An asterisk follows results filed as active; ? = inconclusive; · = not tested or not shown; [ ] = another dose, or the depositor's remark. Unless noted, the call rests on the fitted dose curve; in most records, active means well fitted curve in the direction sought with a large enough effect; inconclusive means small, poorly fitted or top-dose-only effect, or another doubt; inactive means no such curve, though single readings can be large; an effect the other way counts as inactive or inconclusive.

nr	mol	GAA spleen mod	CBFb RUNX1 block	LMNA splice mod	HTT cytoprotect	GAA glycogen mod	GAA inh	HttQ103 aggreg
1	Cn1c(N)c(C(=O)COC(=O)c2ccccc2NCc2ccco2)c(=O)n(C)c1=O	13%	-13%	9%[46 µM]	10%[10 µM]	1%	?	12%
2	CC(=O)N(OCc1ccc(OC(C)C)c(Cl)c1)C(C)=O	2%	3%	·	11%[10 µM]	2%	·	-14%[9.22 µM]
3	C=CCSc1nnc(NC(=O)c2cn(CC)c3nc(C)ccc3c2=O)s1	-8%	-2%	?	1%[10 µM]	20%	14%	-14%
4	COc1cccc(C2(c3cccc(OC)c3)CC2C(=O)Nc2cccc3ccccc23)c1 (stereo not drawn)	5%	4%	-6%	21%[10 µM]	20%	2%	-6%
5	Cc1ccc(C2(C)NC(=O)N(CC(=O)NC(=O)NC3CCCC3)C2=O)cc1 (stereo not drawn)	-2%	3%	-6%	4%	-4%	3%	21%
6	CCCCOC(=O)c1ccc(NC(=S)NC(=O)c2c(Br)c(C)nn2C)cc1	2%	-3%	7%	3%[10 µM]	6%	-2%	-10%
7	CC(C)(C)c1nc(SCC(=O)NCc2ccco2)c2ccccc2n1	-2%	-1%	?	6%	-14%	-1%	23%
8	CC1Nc2ccccc2C(=O)N1NS(C)(=O)=O (stereo not drawn)	-1%	0%	·	?	2%	12%	14%
9	O=C(O)C1C(c2ccccc2)C(C(=O)Oc2ccccc2)C1c1ccccc1 (stereo not drawn)	0%	2%	11%	-6%	-12%	1%	2%
10	CSc1ccccc1NC(=O)CN1CCCCC1C (stereo not drawn)	1%	2%	·	·	23%	-4%	-20%
11	CC(=O)Nc1nc2n(n1)C(c1ccc(Cl)cc1)C=C(C)N2 (stereo not drawn)	11%	-1%	1%	2%	-1%	?	3%
12	CC(C)CCN1CCN(CCCn2cccn2)CC1CCO (stereo not drawn)	-9%	2%	·	-30%	2%	7%	-15%
13	CN(C)S(=O)(=O)c1ccc(C(=O)OCC(=O)Nc2cccnc2Cl)cc1	-1%	15%	12%[46 µM]	-14%	-3%	3%	4%
14	COC(=O)CC(NC(=O)c1ccco1)c1ccc(C(C)C)cc1 (stereo not drawn)	-8%	1%	-13%	0%	8%	?	-4%
15	Cc1nn(Cc2ccc(C(=O)Nc3ccccc3F)cc2)c(C)c1Cl	1%	-1%	·	1%[10 µM]	9%	14%	-2%[9.22 µM]
16	COc1ccccc1C(=O)Nc1cc2c(ccc3ccccc32)oc1=O	-5%	0%	-6%	4%	-2%	5%	-4%
17	CCCn1c(CN2CCN(C(=O)OCC)CC2)nc2c1c(=O)n(C)c(=O)n2C	3%	5%	·	-19%	14%	·	-10%[9.22 µM]
18	CCC(NC(=O)NNC(N)=S)(C(F)(F)F)C(F)(F)F	4%	8%	·	10%[10 µM]	-19%	·	1%[9.22 µM]
19	CSc1cccc(NC(=S)N2CCC(N(C)C3CCCCC3)CC2)c1	1%	0%	·	-4%	-6%	-1%	1%
20	CCOc1ccc(NC(=O)CCC(=O)NNC(=O)COc2ccc(C)cc2)cc1	4%	5%	12%[46 µM]	·	-6%	4%	·
21	COC(=O)/C(C#N)=C/c1occc1C	2%	7%	-5%	19%[10 µM]	-1%	-3%	-4%
22	Clc1ccc(-n2nnnc2-c2ccno2)cc1	-1%	-2%	·	1%[10 µM]	11%	-8%	-10%[9.22 µM]
23	CCc1ccc(-c2csc3ncn(CC(=O)NCc4ccco4)c(=O)c23)cc1	7%	-4%	·	5%[10 µM]	3%	·	-12%[9.22 µM]
24	C=CCOc1c(Br)cc(/C=N/n2c(CC)n[nH]c2=S)cc1Br	-2%	0%	?	·	-4%	2%	3%
25	CC(C)n1nnnc1SCC(=O)NCc1cccs1	-6%	-1%	-7%	-6%[10 µM]	13%	?	-5%

Four compounds drawn at random from the list so far:
nr	mol	GAA spleen mod	CBFb RUNX1 block	LMNA splice mod	HTT cytoprotect	GAA glycogen mod	GAA inh	HttQ103 aggreg
7	CC(C)(C)c1nc(SCC(=O)NCc2ccco2)c2ccccc2n1	-2%	-1%	?	6%	-14%	-1%	23%
10	CSc1ccccc1NC(=O)CN1CCCCC1C (stereo not drawn)	1%	2%	·	·	23%	-4%	-20%
8	CC1Nc2ccccc2C(=O)N1NS(C)(=O)=O (stereo not drawn)	-1%	0%	·	?	2%	12%	14%
18	CCC(NC(=O)NNC(N)=S)(C(F)(F)F)C(F)(F)F	4%	8%	·	10%[10 µM]	-19%	·	1%[9.22 µM]

Further structures:
nr	mol	GAA spleen mod	CBFb RUNX1 block	LMNA splice mod	HTT cytoprotect	GAA glycogen mod	GAA inh	HttQ103 aggreg
26	O=S1(=O)CCN2C(c3cccc4ccccc34)=CSC2=N1	3%	11%	-4%[46 µM]	22%[10 µM]	4%	1%	23%
27	O=C(c1ccco1)N1CCN(S(=O)(=O)c2ccc(Cl)s2)CC1	-5%	-4%	0%	-22%	6%	-12%	-19%
28	COc1ccc(C)cc1NC(=O)NCc1ccco1	-2%	4%	?	-40%[inhibitor]	20%	8%	11%
29	Nc1nc(SCC(=O)N2CCCCCC2)[nH]c(=O)c1NC(=O)c1ccco1	5%	15%	·	2%[10 µM]	-2%	·	-13%[9.22 µM]
30	COc1cc(/C=N/Nc2nc(C)cc(=O)[nH]2)ccc1OC(=O)c1cccnc1	1%	11%	?	-40%[inhibitor]	-6%	-2%	7%
31	COc1cc([C@@H]2[C@H]3CN(C)CC=C3C(C#N)=C(N)C2(C#N)C#N)cc2c1OCO2	1%	-2%	15%	17%[10 µM]	-4%	-8%	27%
32	Cc1ccc(C(=O)Nn2cnnc2)cc1S(=O)(=O)N1CCOCC1	-3%	3%	·	8%[10 µM]	0%	·	-16%[9.22 µM]
33	CC(CCO)Nc1nc2c(c(=O)n(C)c(=O)n2C)n1Cc1cccc(Br)c1 (stereo not drawn)	3%	1%	-3%	14%	0%	-3%	-8%
34	CCOC(=O)C(C)(C)N(Cc1cccc(C)c1)S(=O)(=O)c1cccc([N+](=O)[O-])c1	-1%	2%	?	-3%[10 µM]	-9%	-15%	-17%
35	CCOc1ccc(C2=Nn3c(nnc3-c3ccc(OC)cc3)SC2)cc1	-2%	-10%	?	-109%[inhibitor][0.074 µM]	-3%	3%	30%
36	CC1(C)SC2C(N3C(=O)C(c4ccccc4)NC3(C)C)C(=O)N2C1C(=O)O (stereo not drawn)	7%	?	?	-14%	·	·	3%
37	CC(C)(C)c1csc(NC(=O)c2ccncc2)n1	-8%	9%	·	·	-10%	-14%	-34%
38	O=C(O)c1ccccc1SCC(=O)N1CCOCC1	-8%	10%	?	-1%	21%	13%	-1%
39	COC(=O)c1ccc(CSc2nc(N3CCOCC3)c3c(c2C#N)CC(C)(C)OC3)o1	-6%	3%	-2%	-12%	-8%	-13%	-12%[9.22 µM]
40	Nc1[nH][nH]c(=O)c1N=Nc1cccc(Cl)c1	-6%	?	15%[46 µM]	24%[10 µM]	?	3%	17%[9.22 µM]
41	O=C(NCc1ccco1)c1cc(-c2cccs2)nc2ccccc12	6%	6%	-12%	-11%[10 µM]	2%	?	5%
42	CCC(Sc1ccc(C(=O)O)cc1)C(=O)O (stereo not drawn)	-4%	-2%	-7%	3%[0.074 µM]	-7%	2%	?
43	CC(C(=O)NCc1ccc2c(c1)OCO2)c1ccc([N+](=O)[O-])cc1 (stereo not drawn)	1%	7%	·	-75%[inhibitor]	-12%	7%	-24%
44	CC(C)Cn1c(N2CCN(CC(=O)Nc3ccc(Cl)cc3)CC2)nc2ccccc21	8%	0%	·	-37%[10 µM]	5%	5%	-25%[9.22 µM]
45	O=C(Nc1c(F)cccc1F)c1cnc(N2CCN(c3ccccn3)CC2)c2ccccc12	-4%	10%	?	-32%	-13%	-4%	?
46	COc1ccc(NC(=O)Nc2ccc3c(c2)CCC3)cc1OC	-1%	-8%	·	-29%[1.9 µM]	16%	3%	-10%[9.22 µM]
47	O=C1Nc2ccccc2N(O)N1c1ccc(S(=O)(=O)Nc2ccccn2)cc1	9%	-11%	16%[46 µM]	2%[10 µM]	0%	3%	4%
48	CCc1cccc2c1NC(=O)C2(O)CC(=O)c1cccs1 (stereo not drawn)	0%	1%	7%[46 µM]	-9%	0%	5%	1%[9.22 µM]
49	Oc1c(CN2CCCCC2)cc(Br)c2cccnc12	-2%	?	?	-97%[inhibitor][10 µM]	4%	0%	?
50	COc1ccc2[nH]cc(CCNc3nc(-c4cccc(NS(C)(=O)=O)c4)nc4ccccc34)c2c1	-2%	·	?	-33%[inhibitor]	·	·	·

(more compounds)
nr	mol	GAA spleen mod	CBFb RUNX1 block	LMNA splice mod	HTT cytoprotect	GAA glycogen mod	GAA inh	HttQ103 aggreg
51	O=C(N/N=C/C(Cl)=C/c1ccc([N+](=O)[O-])cc1)C(=O)Nc1ccc(C(=O)O)cc1	9%	4%	·	15%[10 µM]	2%	?	12%[9.22 µM]
52	COc1ccc(CCNC(=O)CCCCCN2C(=O)c3ccccc3C2=O)cc1	-12%	0%	10%	-7%	10%	-2%	1%
53	COc1ccccc1OCCOc1ccc(/C=C2/C(=N)N3OC(C)=CC3=NC2=O)cc1OC	-7%	-1%	0%	10%	0%	-9%	-2%
54	COC(=O)c1cc(NS(=O)(=O)c2ccc(N3CCOCC3)c([N+](=O)[O-])c2)cc(C(=O)OC)c1	-8%	-19%	1%	-20%[10 µM]	2%	?	10%
